Screening data as filed in PubChem BioAssay.
Tau fluor counter: counter-screen for tau fibril formation inhibitors; tau K18 P301L (four-repeat tau fragment) Alexa594 fluorescence, heparin fibrillization; Potency, µM (titrated, usually from 57.7 µM), for inactives: at the highest dose activity change, negative = decrease; 280,000 compounds, 0.93% hits; AID 1463; note: potency is the fitted concentration of half-maximal effect; % is set by controls: 0 for no effect and ±100 for the full control effect; nearly all actives have a fitted effect of over 55% in size
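Human K18 P301L tau (15 uM unlabeled plus 0.24 uM Alexa 594-labeled, final) in 100 mM sodium acetate pH 7 was mixed with compound and 20 uM heparin and incubated 6 hr at 37 C.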
GLA spleen mod: inhibitors or activators of human alpha-galactosidase in spleen homogenate; P06280; human spleen homogenate, 4MU-alpha-Gal fluorescence, 40 min; Potency, µM (top dose mostly 80 µM), for the others: at the highest dose activity change, negative = inhibition, actives largely listed as inhibitors; 240,000 compounds, 0.008% hits; AID 2107;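 note: potency is the fitted concentration of half-maximal effect; 0% = enzyme with vehicle and -100% = no enzyme basal signal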
Target sequence (P06280 32-429 limits assumed): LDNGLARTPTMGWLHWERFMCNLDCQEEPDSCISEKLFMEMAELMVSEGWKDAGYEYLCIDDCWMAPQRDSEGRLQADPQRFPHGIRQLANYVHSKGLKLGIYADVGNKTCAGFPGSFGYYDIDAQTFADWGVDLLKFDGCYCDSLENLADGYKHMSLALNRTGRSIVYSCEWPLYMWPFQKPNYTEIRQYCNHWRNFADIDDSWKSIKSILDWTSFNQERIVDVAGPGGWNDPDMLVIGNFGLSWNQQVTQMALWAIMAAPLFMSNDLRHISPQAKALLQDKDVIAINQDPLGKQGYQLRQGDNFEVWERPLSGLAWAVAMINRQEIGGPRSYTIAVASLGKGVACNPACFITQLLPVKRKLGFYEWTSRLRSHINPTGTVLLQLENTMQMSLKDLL
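Human spleen homogenate (1 ug) was the enzyme source, with 4-methylumbelliferyl-alpha-D-galactopyranoside (1 mM final) in pH 5.0 citrate buffer with 0.01% Tween-20. Compounds were titrated; after 40 min at 37C, NaOH/glycine stop, 4-MU fluorescence read; AC50 from Hill fits.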
Epigenetic reg: derepresses silenced GFP reporter in murine cells | AID 1865 | murine LDR cells, GFP reporter derepression, 30 h | Potency, µM (highest dose often 53.9 µM), inactives show at the highest dose GFP activation, hits mostly activators | 280,000 compounds, 0.2% hits; note: potency is the fitted concentration of half-maximal effect; % of control where 0% means no effect; nearly all actives have a fitted effect of over 60% in size
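GFP-positive cell count by laser-scanning cytometry (objects 20–120 um) after 30 h, 37 C compound exposure of murine LDR cells; reporter is CMV-GFP integrated at a silenced locus, inducible by HDAC or DNMT inhibitors.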
Tau FP inhib: blocks human tau fibril formation measured by polarization | AID 1468 | Potency, µM (top dose mostly 57.7 µM), for the others: at the highest dose activity, negative = inhibition, usual class: inhibitors | P10636 | K18 P301L tau heparin fibrillization, Alexa594 FP, 6 h | 280,000 compounds, 0.39% hits; note: potency is the fitted concentration of half-maximal effect; % is set by controls: 0 for no effect and ±100 for the full control effect; nearly all actives have a fitted effect of over 55% in size
Target sequence (P10636 561-689 P618L limits assumed): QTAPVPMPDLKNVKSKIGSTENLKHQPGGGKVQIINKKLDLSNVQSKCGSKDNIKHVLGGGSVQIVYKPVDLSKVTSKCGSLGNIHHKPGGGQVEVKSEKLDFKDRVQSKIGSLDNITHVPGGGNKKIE
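K18 P301L tau (15 uM unlabeled/0.24 uM Alexa 594-labeled, final) + compound + heparin 20 uM final; 100 mM NaOAc pH 7; 6 hr 37 C; ThT 30 uM final added, 1 hr RT; FP ex 555/em 632 nm.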
CBFb-RUNX1 inh: blocks binding between human CBF-beta and RUNX1; AlphaScreen CBFb-His/RUNX1-biotin binding, biochemical; Potency, µM (highest dose often 59.8 µM), for inactives: at the top dose activity, negative = inhibition, hits mostly inhibitors; 230,000 tested, under 10 active; AID 1477; note: % of control where 0% means no effect
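His-tagged CBF-beta and biotinylated RUNX1 (30 nM each) were premixed 20 min at room temperature, exposed to compound for 15 min, then given nickel-chelate and streptavidin AlphaScreen beads (50 ng each). After 90 min, AlphaScreen signal was read.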
TRb SRC2 PPI: TRbeta-SRC2 interaction inhibition; TRbeta-SRC2 peptide binding, fluorescence polarization; receptor liganded with 1 µM T3; Potency, µM (series often up to 106 µM), without a hit: top-dose activity change, negative = inhibition, most hits filed as inhibitors; 280,000 compounds, 0.065% hits; AID 1469;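 note: potency is the fitted concentration of half-maximal effect; plate controls were bound peptide for no effect and peptide without receptor for full effect; nearly all actives have a fitted effect of over 50% in size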
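Binding of a 20-amino-acid Texas Red SRC2 peptide (20 nM) to TRb ligand-binding domain (0.6 uM) with agonist T3 at 1 uM was followed by fluorescence polarization after a 5 hr room-temperature incubation.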
TR SRC2 fluor cs: alters Texas Red total fluorescence, flagging assay interference | TRb/SRC2 Texas Red total fluorescence interference | 280,000 compounds, 0.29% hits | AID 1479 | Potency, µM (top dose mostly 106 µM), for inactives: top-dose fluorescence change, negative = quenching; active = well fitted curve in either direction with a large enough effect; inconclusive = small, poorly fitted or top-dose-only effect; note: potency is the fitted concentration of half-maximal effect; % is set by controls: 0 for no effect and ±100 for the full control effect
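Flags fluorescent or light-absorbing compounds by total fluorescence, S + 2P, at 555 nm excitation and 632 nm emission. Mixture: 20 nM Texas Red SRC2 peptide, 0.6 uM human TRb LBD, 1 uM T3, 5% DMSO; compound exposure 5 h at ambient temperature.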
NPSR antagonist: antagonists of human neuropeptide S receptor cAMP signaling. Q6W5P4. CHO-NPSR cells, cAMP TR-FRET, antagonist mode. Potency, µM (doses to about 38.3 µM), without a hit: top-dose activity change, negative = inhibition, hits mostly inhibitors. 220,000 compounds, 1% hits. AID 1461; note: potency is the fitted concentration of half-maximal effect; % is set by controls: 0 for no effect and ±100 for the full control effect; nearly all actives have a fitted effect of over 50% in size; many of its hits are not listed in these tables
Target sequence (Q6W5P4 whole entry, looked up): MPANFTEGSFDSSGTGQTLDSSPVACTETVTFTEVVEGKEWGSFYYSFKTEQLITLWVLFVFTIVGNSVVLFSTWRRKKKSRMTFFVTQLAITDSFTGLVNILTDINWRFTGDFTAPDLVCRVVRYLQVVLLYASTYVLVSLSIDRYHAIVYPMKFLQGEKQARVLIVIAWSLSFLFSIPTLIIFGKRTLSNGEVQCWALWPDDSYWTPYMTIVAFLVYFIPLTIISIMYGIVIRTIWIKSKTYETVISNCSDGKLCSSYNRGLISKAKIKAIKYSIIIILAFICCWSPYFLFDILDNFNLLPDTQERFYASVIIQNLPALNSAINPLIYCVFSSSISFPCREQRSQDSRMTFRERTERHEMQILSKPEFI
Active calls of the source: *; u = inconclusive; x = not tested or not shown; [ ] = remark or other dose. Unless noted, calls come from the whole dose curve; as a rule, active = well fitted curve in the direction sought with a large enough effect; inconclusive = small, poorly fitted or top-dose-only effect, or another doubt; inactive = no such curve, though single readings can be large; an effect the other way counts as inactive or inconclusive. A portion of the library. The share of hits here may be higher or lower than overall.

Short keys: A = Tau fluor counter; B = GLA spleen mod; C = Epigenetic reg; D = Tau FP inhib; E = CBFb-RUNX1 inh; F = TRb SRC2 PPI; G = TR SRC2 fluor cs; H = NPSR antagonist
CC12C(=O)N(NC(=O)c3ccncc3)C(=O)C1C1C=CC2C1 (stereo unspecified)
  A: -6%; B: 2%; C: -0.9%; D: -7%; E: 0%; F: -6%; G: -4%; H: -5%[46.1 µM]

CC(C)(C)c1ccc(C(=O)Nc2cccc3c(=O)[nH][nH]c(=O)c23)cc1
  A: -12%; B: 1%; C: -0.9%; D: -9%; E: 28%; F: -7%; G: -2%; H: -9%

O=C(N=Nc1c(O)[nH]c2ccccc12)c1ccc(CN2CCOCC2)cc1
  A: -8%; B: 2%; C: -0.3%; D: 6%; E: -1%; F: -7%; G: -7%; H: -27%

C=CCNCC(O)COc1ccc(C(C)=O)cc1OC (stereo unspecified)
  A: 3%; B: -6%; C: 1.1%; D: 7%; E: -4%; F: -2%; G: -6%; H: -6%[7.67 µM]

Cc1cccc(-c2nc(C)c(CCNC(=O)C(=O)Nc3ccccc3C#N)s2)c1
  A: -13%; B: x; C: u; D: -10%; E: x; F: -3%; G: 1%; H: x

CCOC(=O)c1c(C)n(-c2ccc(C)cc2)c2ccc(OCC(O)CNCCCO)cc12 (stereo unspecified)
  A: -9%; B: -1%; C: 12%; D: 13%; E: 1%; F: 0%; G: 0%; H: -28%

Cc1ccc(CSc2nnc(NC(=O)C3COc4ccccc4O3)s2)cc1 (stereo unspecified)
  A: -24%; B: 1%; C: -1.7%; D: -17%; E: -1%; F: -1%; G: -1%; H: -4%[46.1 µM]

Cc1ccc(OCCCC(=O)Nc2ccc(Br)cc2)cc1
  A: 0%; B: 3%; C: 0.0%; D: -4%; E: 14%; F: -3%; G: 1%; H: 2%[46.1 µM]

Nc1[nH]nc2nc(-c3ccccc3)[nH]c(=O)c12
  A: -18%; B: -2%; C: 0.5%; D: 4%; E: 3%; F: -8%; G: -2%; H: -5%

Cc1cccc(N2CCN(C(=O)Cn3ncc4c3-c3cc(C)ccc3OC4)CC2C)c1 (stereo unspecified)
  A: -13%; B: x; C: 0.0%; D: -10%; E: x; F: -3%; G: 1%; H: x

CNC(=O)[C@H]1O[C@H](n2cnc3c(NCc4cccc(I)c4)nc(Cl)nc32)[C@@H](O)[C@@H]1O
  A: u; B: -1%; C: 1.6%; D: 0%; E: 19%[21.7 µM]; F: 4%; G: 1%; H: x

C=CCNc1nnc(SCC(=O)N2CCCCC2)c2ccccc12
  A: -12%; B: 4%; C: 0.6%; D: -13%; E: 9%; F: 1%; G: 4%; H: -15%[46.1 µM]

COc1ccc(-c2ccc3c(N)c(C(=O)NC(C)C)sc3n2)cc1OC
  A: 18µM*[quencher]; B: 1%; C: -2.8%; D: u; E: u; F: 6%; G: -13%; H: -3%

Cn1cc(CCNC(=O)CCc2nnc(CCCCc3ccccc3)o2)cn1
  A: -1%; B: 8%; C: 2.2%; D: 4%; E: 3%; F: 7%; G: -1%; H: 3%

CC(c1ccccc1)N1C(=O)NC(NC(=O)C(C)(C)C)(C(F)(F)F)C1=O (stereo unspecified)
  A: 11%; B: -6%; C: -0.9%; D: 5%; E: -3%; F: -6%; G: -1%; H: 7%

An excerpt from above, reduced to TRb SRC2 PPI.
| Compound | TRb SRC2 PPI |
| --- | --- |
| CC(C)(C)c1ccc(C(=O)Nc2cccc3c(=O)[nH][nH]c(=O)c23)cc1 | -7% |
| Cc1cccc(N2CCN(C(=O)Cn3ncc4c3-c3cc(C)ccc3OC4)CC2C)c1 (stereo unspecified) | -3% |
| C=CCNc1nnc(SCC(=O)N2CCCCC2)c2ccccc12 | 1% |
| COc1ccc(-c2ccc3c(N)c(C(=O)NC(C)C)sc3n2)cc1OC | 6% |

Next part
Short keys: A = Tau fluor counter; B = GLA spleen mod; C = Epigenetic reg; D = Tau FP inhib; E = CBFb-RUNX1 inh; F = TRb SRC2 PPI; G = TR SRC2 fluor cs; H = NPSR antagonist
CCCC12CN3CC(C)(CN(C1)C3c1ccc3c(c1)OCO3)C2=O (stereo unspecified)
  A: 3%; B: 5%; C: 0.0%; D: 12%; E: 4%; F: -14%; G: 3%; H: -1%[46.1 µM]

Cc1ccc(C(=O)NNc2ncnc3c2cnn3C)cc1
  A: -2%; B: 7%; C: 0.2%; D: -1%; E: 0%; F: -6%; G: -1%; H: -13%

Cc1ccc(S(=O)(=O)N2CCCC(C(=O)O)C2)s1 (stereo unspecified)
  A: -3%; B: -2%; C: 4.6%; D: -9%; E: 1%; F: -4%; G: -5%; H: 6%[46.1 µM]

COc1ccccc1C1(O)CC2CCC(C1)N2S(=O)(=O)c1ccc(C(C)=O)cc1 (stereo unspecified)
  A: -17%; B: 0%; C: 8.0%; D: -10%; E: 1%; F: -9%; G: 0%; H: 9%[7.67 µM]

NC(=O)COc1cccc(/C=N/NC(=O)c2ccc(-n3cccc3)cc2)c1
  A: 7%; B: 0%; C: -1.1%; D: -4%; E: 7%; F: -5%; G: -2%; H: 7%

COc1ccc(CCNc2ccc(C(CC(N)=O)NC(=O)c3ccccc3)cc2[N+](=O)[O-])cc1 (stereo unspecified)
  A: -17%; B: 4%; C: u; D: -10%; E: 4%; F: 4%; G: -1%; H: -1%

Nc1nc(N2CCN(C(=O)c3ccco3)CC2)nc2ccc(Br)cc12
  A: -21%; B: 5%; C: -0.3%; D: 11%; E: -12%; F: -4%; G: -2%; H: -20%

CCOc1ccc(NC(=O)c2oc3ccccc3c2NC(=O)Cc2ccc(F)cc2)cc1
  A: u; B: x; C: -3.2%; D: -16%; E: x; F: -8%; G: 2%; H: x

CC(=O)Nn1c(COc2ccccc2C)nc2ccccc2c1=O
  A: 5%; B: 1%; C: 2.0%; D: 4%; E: 8%; F: -8%; G: 1%; H: 9%[46.1 µM]

Cc1ccccc1-c1nc(CN2CCC(C(=O)NCCCN3CC(C)CC(C)C3)CC2)c(C)o1 (stereo unspecified)
  A: -13%; B: -2%; C: 0.0%; D: -1%; E: 0%; F: -8%; G: -4%; H: 13%[46.1 µM]

CC1Cc2ccccc2N1C(=O)CCn1c(=O)sc2ccccc21 (stereo unspecified)
  A: -11%; B: 7%; C: 1.3%; D: -3%; E: 11%; F: 3%; G: -1%; H: -12%

COc1cccc(-c2cncnc2NCc2ccccc2)c1
  A: -5%; B: 4%; C: -1.0%; D: 1%; E: x; F: 7%; G: 1%; H: x

Cc1cc(C)n(CC(O)COc2ccccc2)n1 (stereo unspecified)
  A: 5%; B: 1%; C: 0.0%; D: 2%; E: 5%; F: -7%; G: -3%; H: 14%[46.1 µM]

COc1ccc(-n2c(SCC(=O)Nc3cc(C)cc(C)c3)nc3c(oc4ccccc43)c2=O)cc1
  A: -17%; B: x; C: 1.4%; D: -11%; E: x; F: -1%; G: 4%; H: x

COc1cc(/C=C/c2nnc3c4ccccc4ncn23)cc(OC)c1OC
  A: 0%; B: 1%; C: -0.9%; D: -1%; E: -3%; F: 2%; G: -4%; H: u

Cc1cccc(NS(=O)(=O)c2ccc3c(c2)CCCN3C(=O)C2CCC2)c1C
  A: -10%; B: x; C: 0.0%; D: 2%; E: x; F: -3%; G: 4%; H: x

CCOc1ccccc1N1CN(C2CCCCC2)CNC1=S
  A: -8%; B: 8%; C: -0.3%; D: -1%; E: 4%; F: 3%; G: -1%; H: -3%

N#C/C(=C/c1ccc(OCc2ccc(C(=O)O)cc2)c(Br)c1)c1cccc(F)c1
  A: -13%; B: -3%; C: -0.2%; D: -7%; E: -7%; F: -1%; G: -2%; H: -28%

CCOc1ccc(S(=O)(=O)Nc2cc(Cl)ccc2O)cc1
  A: u; B: -6%; C: -4.8%; D: 13%; E: 9%; F: -12%; G: 0%; H: -19%[46.1 µM]

COC(=O)CN1C(=O)C(C)=C(c2ccc(C)cc2)S1(=O)=O
  A: 4%; B: 4%; C: 0.5%; D: -2%; E: 4%; F: -1%; G: -8%; H: -1%[46.1 µM]

O=C1/C(=C/c2cccs2)COc2ccccc21
  A: -4%; B: 6%; C: -1.0%; D: 9%; E: -1%; F: -2%; G: -1%; H: 17%

CC1(C)CC(=O)c2cc(-c3nc(-c4ccc(Cl)cc4)cs3)c(=O)n(-c3ccc(F)cc3)c2C1
  A: -5%; B: x; C: -1.8%; D: -16%; E: x; F: 1%; G: -22%; H: x

CCCCCC1=C2CNC(CCC)(C(=O)OC)C=C2C(C)C1=O (stereo unspecified)
  A: -10%; B: 6%; C: 4.5%; D: -3%; E: u; F: 1%; G: 9%; H: x

CN1CCN(Cc2cccc(Oc3ccccc3)c2)CC1
  A: -9%; B: 4%; C: 1.5%; D: 1%; E: -3%; F: -5%; G: 0%; H: 4%[46.1 µM]

CC(C)OCCCNC(=S)N1CCC(C(=O)c2ccc3c(c2)OCCO3)CC1
  A: -14%; B: 2%; C: -1.0%; D: -4%; E: -2%; F: 5%; G: 3%; H: 16%

O=C(NC(Nc1nc2ccc([N+](=O)[O-])cc2s1)(C(F)(F)F)C(F)(F)F)c1ccccc1Cl
  A: u; B: -23%; C: -1.0%; D: 5%; E: -11%; F: -5%; G: -3%; H: 7.9µM*

CCOc1ccc(-n2cc(C(=O)Nc3ccccc3OCC)c3cc(OC)c(OC)cc3c2=O)cc1
  A: -17%; B: x; C: 1.0%; D: -13%; E: x; F: 1%; G: -2%; H: x

COc1ccc(-n2nnnc2C2CCN(S(=O)(=O)c3ccc(C)cc3)CC2)cc1
  A: u; B: x; C: 0.6%; D: -5%; E: x; F: 4%; G: 1%; H: x

COc1ccc(NC(=O)C2CCN(C3=NS(=O)(=O)C(c4ccc(C)c(C)c4)=C3C)CC2)c(OC)c1
  A: -24%; B: x; C: 7.4%; D: 10%; E: x; F: u; G: 224µM*[quencher]; H: x
